BoNT A protease – blocks Botulinum neurotoxin A light chain protease. AID 588499. 360,000 tested, 0.17% active. inhibition, % at 10 µM. multiplex microsphere protease substrate cleavage, flow cytometry; further: plate controls were buffer without enzyme for full effect and enzyme alone for no effect
SSB-PriA inh – inhibitors of Klebsiella pneumoniae PriA binding to SSB C-terminal tail; AlphaScreen SSBct-PriA binding, biotinylated peptide; inhibition, % at 33 µM; 430,000 tested, 0.6% active; in the data active means inhibition mostly above about 37%, no sharp cut-off; inactive means mostly below about 20%;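 further: plate controls were negative control peptide for no effect and reference peptide for full effect; strong numbers were not always called active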
PrPC surface inh – inhibitors of human cell surface prion protein PrPC; P04156; TR-FRET read-out; inhibition, % at 13.8 µM; 370,000 tested, 0.43% active; AID 720596; in the data active means inhibition above about 24%; further: 0% = median of the test wells and 100% = reference compound wells
MazEF act – activators of E. coli MazEF toxin-antitoxin RNase; P0AE70; FAM/BHQ RNA-DNA oligo cleavage fluorescence, 5 h; activation, % at 20 µM; 350,000 tested, 0.32% active; AID 504720; in the data active means activation above about 50%
Target sequence (P0AE70 whole entry, looked up): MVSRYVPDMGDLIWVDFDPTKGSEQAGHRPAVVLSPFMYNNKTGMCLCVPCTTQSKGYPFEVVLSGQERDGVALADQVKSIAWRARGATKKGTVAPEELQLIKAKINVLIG
Anthrax LF prot – anthrax lethal factor protease inhibition. P15917. multiplex microsphere protease cleavage assay, LF. inhibition, % at 10 µM. 360,000 tested, 0.12% active; further: plate controls were buffer without enzyme for full effect and enzyme alone for no effect
Target sequence (P15917 whole entry, looked up): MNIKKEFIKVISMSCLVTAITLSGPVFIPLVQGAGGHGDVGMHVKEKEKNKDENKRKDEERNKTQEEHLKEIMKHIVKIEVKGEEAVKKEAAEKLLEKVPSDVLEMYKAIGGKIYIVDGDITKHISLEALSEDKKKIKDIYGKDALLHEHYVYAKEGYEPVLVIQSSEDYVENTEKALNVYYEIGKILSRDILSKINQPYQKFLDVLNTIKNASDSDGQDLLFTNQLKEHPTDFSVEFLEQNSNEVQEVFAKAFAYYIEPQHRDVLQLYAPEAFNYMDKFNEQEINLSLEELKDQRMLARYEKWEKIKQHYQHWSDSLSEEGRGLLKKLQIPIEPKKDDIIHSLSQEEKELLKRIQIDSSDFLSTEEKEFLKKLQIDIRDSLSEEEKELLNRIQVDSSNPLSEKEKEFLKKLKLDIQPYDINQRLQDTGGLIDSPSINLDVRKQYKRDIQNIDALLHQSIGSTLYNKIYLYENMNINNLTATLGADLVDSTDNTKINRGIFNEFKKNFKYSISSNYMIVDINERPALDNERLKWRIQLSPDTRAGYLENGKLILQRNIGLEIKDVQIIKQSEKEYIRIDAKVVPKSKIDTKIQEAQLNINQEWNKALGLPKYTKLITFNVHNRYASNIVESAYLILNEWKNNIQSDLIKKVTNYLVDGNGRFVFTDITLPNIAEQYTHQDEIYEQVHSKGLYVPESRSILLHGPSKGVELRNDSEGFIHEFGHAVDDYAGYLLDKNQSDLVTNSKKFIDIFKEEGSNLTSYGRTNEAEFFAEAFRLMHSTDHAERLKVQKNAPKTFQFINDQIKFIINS
Rv3671c inh – inhibits the M. tuberculosis serine protease Rv3671c; P9WHR9; inhibition, % at 5.96 µM; 320,000 tested, 0.048% active; AID 2606; in the data active means inhibition above about 38%;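 further: extracellular domain of Rv3671c used as enzyme; 0% = enzyme with DMSO and 100% = no enzyme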
3CLpro inhibitor – SARS-CoV 3CLpro protease inhibition | 290,000 tested, 0.14% active | AID 1706 | inhibition, % at 6 µM | recombinant SARS-CoV 3CLpro, quenched FRET peptide cleavage; in the data active means inhibition above about 12%
BoNT-F LC inh – blocks Botulinum neurotoxin F light chain protease; AID 588497; Multiplex microsphere protease cleavage assay, flow cytometry; 360,000 tested, 0.22% active; inhibition, % at 10 µM; in the data active means inhibition above about 35%, passing the limit was not always enough; inconclusive means no clear call, values can overlap the other calls; further: plate controls were buffer without enzyme for full effect and enzyme alone for no effect
DUSP3 inh – DUSP3 (human) phosphatase inhibition. inhibition, % at 13.3 µM. 290,000 tested, 0.52% active. recombinant VHR phosphatase, pNPP absorbance. P51452; in the data active means inhibition above about 50%; further: some compounds called inactive have numbers as strong as hits
Target sequence (P51452 whole entry, looked up): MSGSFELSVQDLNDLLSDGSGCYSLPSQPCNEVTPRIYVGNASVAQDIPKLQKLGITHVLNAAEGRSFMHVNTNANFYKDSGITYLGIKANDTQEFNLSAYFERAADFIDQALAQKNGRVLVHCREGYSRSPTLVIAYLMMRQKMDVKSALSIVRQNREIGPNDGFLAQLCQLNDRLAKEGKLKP
CCHFV vOTU inh – blocks the CCHF virus ovarian tumor domain protease. CCHFV vOTU protease, Pep-AMC fluorescence. inhibition, % at 11.5 µM. 370,000 tested, 0.55% active. AID 651958; in the data active means inhibition above about 30%; further: 0% = vehicle wells with enzyme and 100% = no enzyme wells
Active calls of the source: *; i = inactive; ? = inconclusive; / = no result given; & = joins results of further samples. Unless noted, no stated cut-off is given here; in the data, active means inhibition above about 30%; inconclusive means no clear call, values can overlap the other calls; inactive means below that. Some of the compounds tested, so the mix of outcomes need not match the whole.

no.	compound	BoNT A protease	SSB-PriA inh	PrPC surface inh	MazEF act	Anthrax LF prot	Rv3671c inh	3CLpro inhibitor	BoNT-F LC inh	DUSP3 inh	CCHFV vOTU inh
1	COc1ccc(OC)c(/C(O)=C/C(=O)C(=O)Nc2ccccc2OC)c1	-0.6	/	-4	1	1	1	0	-3	-8	-10
2	ON=C1CCCC2CCCCC12 (centres undefined)	-0.2	-4	0	-3	3	/	/	1	/	10
3	O=C(C(Cc1ccccc1)NS(=O)(=O)c1cccc2nsnc12)N1CCC2(CC1)OCCO2 (centres undefined)	1.0	-1	-35	10	4	-5	-1	-7	8	10
4	COc1ccc(Cl)cc1NC(=O)CS(=O)(=O)c1cccc2nsnc12	-0.4	5	-6	1	-9	-8	0	-8	20	-9
5	O=C(Cn1nc(C(=O)O)c2ccccc2c1=O)NCCC1=CCCCC1	-0.4	1	3	0	-8	4	1	-4	-10	12
6	CC(C)NC1CS(=O)(=O)CC1O (centres undefined)	-1.0	-3&-1	5	-5	-2	-6	-3	-3	3	-5
7	CCOC(=O)C1CCCN(C(=O)/C=C/c2ccccc2[N+](=O)[O-])C1 (centres undefined)	0.8	-21	-11	6	0	-3	0	-4	-7	3
8	COc1ccc(C(CNC(=O)c2ccc(S(=O)(=O)N3CC(C)CC(C)C3)cc2)N(C)C)cc1 (centres undefined)	0.0	1	-17	-2	-4	-4	/	-9	/	9
9	CCOC(=O)CN1C(=O)N[C@@H](c2cccs2)C(C(C)=O)=C1C	0.1	-6	-4	6	-1	5	/	-4	/	-4
10	C[C@@H](NC(=O)[C@@H]1CCCN1C(=O)OC(C)(C)C)c1ccccc1	-0.7	/	-5	/	7	/	/	-2	/	6
11	COc1ccc(-c2cc(C3CCN(C(=O)OC(C)(C)C)CC3)[nH]n2)cc1	-0.7	-1	9	6	0	-4	2	-3	5	-3
12	Cc1cccc(CNS(=O)(=O)c2ccc(-c3cnc(C4CC4)o3)cc2)c1	-1.0	1	0	10	-2	-9	4	-1	6	2
13	CC(=O)Nc1ccc(NC(=O)c2ccc(NC(=O)c3ccccc3)cc2)cc1	1.1	-12	-2	-17	4	0	1	10	5	-2
14	COc1ccc([C@@]2(O)c3c(ccc(CC=C(C)C)c3O)NC(=O)[C@@H]2OC)cc1	-0.6	2	10	3	-4	-4	/	2	-1	5
15	CCCCN1C(=O)/C(=C2/Sc3ccc(OC)cc3N2CC)SC1=S	2.4	-18	/	71*	-6	7	3	?	22	/
16	O=C(CSc1ncn[nH]1)Nc1c(F)cc(F)cc1Br	?	-6	4	-1	-1	-1	1	-2	-16	7
17	CCOc1c2ccc(C(=O)NCc3ccco3)cc2nn1CCOC	0.4	-3	-1	3	6	11	2	-2	17	-35
18	O=C(c1ccco1)N1CCN(C(=O)c2cn(-c3ccccc3)nc2-c2ccc(F)cc2)CC1	0.6	-8	-8	-1	-5	/	/	-7	/	0
19	Cc1ccc(S(=O)(=O)NCC(=O)OCc2cc(=O)oc3cc(C)ccc23)cc1	-0.2	-1	2	8	-2	-1	/	-8	/	5
20	Cc1ccc(C(=O)Nc2cccc3cccnc23)cc1C	/	-50	-6	-1	/	-11	-5	/	31	-9
21	O=C1OCCN1C(=O)[C@H]1[C@H](c2ccc([N+](=O)[O-])cc2)C(c2cccc(Cl)c2)=NN1c1ccccc1	1.9	1	4	-3	11	-3	2	-2	-15	10
22	CC(=O)Nc1ccc(C(=O)Nc2nnc(CCc3ccccc3)s2)cc1	-2.0	-7	1	12	3	-16	-5	-30	21	12
23	Cc1ccc(O)c(NC(=S)NC(=O)/C=C/c2ccco2)c1	-2.0	-3	-11	11	-3	2	1	-4	14	0
24	Cc1ccc2cc(/C=N/NC(=O)[C@@H]3CCCN3)c(Cl)nc2c1	-0.3	i	1	7	0	12	-1	-7	31	8
25	O=C(Nc1ccccn1)c1cccc(S(=O)(=O)N2CCCC2)c1	0.3	7	-9	0	-3	0	-1	9	22	0
26	CCOC(=O)/C(C#N)=C/c1ccc(OC(=O)c2ccco2)c(OCC)c1	2.7	17	-2	-7	1	6	3	10	5	-2
27	CCCC[n+]1ccn(-c2nc3ccccc3nc2[N-]S(=O)(=O)c2ccc(C)cc2)c1	2.0	-7	6	-2	-5	-1	-4	-10	12	-2
28	COc1cc2c(cc1NC(=O)C(F)(F)F)-c1ccc(NC(=O)C(F)(F)F)cc1C2	-0.2	-20	7	5	-5	/	/	-4	/	8
29	COc1ccc(CN2C(=O)c3cccnc3C2=O)cc1S(=O)(=O)NCc1ccccc1	2.2	-8	7	-7	2	-5	-2	7	10	12
30	CC1CCc2c(sc(NC(=O)c3cccn3C)c2C(N)=O)C1 (centres undefined)	0.6	9	5	-16	-8	-5	/	-3	/	-3
31	C=CCN1C(c2ccccc2)=CS/C1=C(\C#N)c1nnc2n1CCCCC2	-0.1	-12	-5	5	1	8	4	-1	1	17
32	Cc1ccc(NC(=O)CSc2ccc(-c3ccccn3)nn2)cc1	-1.9	6	5	7	-3	6	4	-2	2	-13
33	COc1ccc(CNC(=O)COC(=O)c2c(NC(C)=O)sc(C)c2C)cc1OC	-0.4	/	-1	-28	-5	/	/	-10	/	-4
34	CC(C)(C)c1ccc(C(=O)NCC(=O)N2CCNC(=O)C2)cc1	-0.6	-7	0	4	-2	11	-2	-4	7	6
35	Cn1c(=O)c(C(=O)NC2CCCCCC2)c(O)c2ccccc21	0.7	-2	3	0	3	/	4	?	60*	-9
36	Cc1ccc([N+](=O)[O-])cc1N=C(c1ccc([N+](=O)[O-])cc1)N1CCOCC1	-0.9	16	-5	7	0	-3	2	-9	-4	-11
37	CC(C)C(NC(=O)OCc1ccccc1)C(=O)OCC(=O)N1C(C)CCCC1C (centres undefined)	-0.7	-3	/	-5	-2	-19	2	-1	-1	/
38	Cn1c(=O)cc(SCC(=O)N2CCCC2)c2cc(Cl)ccc21	-0.3	-4	-4	-2	0	-2	4	-1	-4	-7
39	Cc1ccccc1NC(=O)c1cc(N)ccc1N1CCCCC1	0.2	19	-3	-4	-2	-1	-3	-15	-1	9
40	CCCc1nc2ccccc2n1C(=S)SC	-1.3	7	5	-13	1	7	5	-3	12	-9
41	COc1cc(CN2CCNC(=O)C2CC(=O)NCCCN2CCOCC2)cc(OC)c1 (centres undefined)	0.6	-18	1	-4	2	3	-6	0	20	19
42	CCN(CC)C(=O)Cn1cc(C(=O)C(=O)N(CC)C2CCCCC2)c2ccccc21	0.7	14	7	4	-1	2	0	-2	19	9
43	Cc1ccc(CNS(=O)(=O)c2ccc(C(F)(F)F)cc2)n1C	0.5	-10	-2	-2	-3	3	6	-3	1	-8
44	CC(=O)Nc1ccc(-n2c(C)nc(=O)c(-c3ccccc3)c2C)cc1	0.4	-22	2	6	-2	6	-1	5	24	-1
45	COc1ccc(CCNC(=O)C2CC(=O)N(C3CCCC3)C2)cc1OC (centres undefined)	-0.2	-8	3	0	1	-15	2	0	27	-6
46	CCn1c(CNC(=O)c2cccs2)n[nH]c1=S	0.8	-12	-2	0	0	6	3	-10	-5	-18
47	CC1CCC(C(C)C)C(OC(=O)COC(=O)c2cccn2C)C1 (centres undefined)	-0.2	-4	0	-2	-1	2	6	-3	15	5
48	CCN(CC)CCCNC(=O)c1cc(-c2ccccc2)c(N2CCCCC2)s1	0.8	-3	-21	35	5	9	3	-14	-24	-9
49	CCOc1cccc(C(=O)N(Cc2cccc(F)c2)C2CCS(=O)(=O)C2)c1 (centres undefined)	-1.9	-1	3	4	2	-1	-2	-8	7	-3
50	COc1ccc(NC(=O)COC(=O)Cc2ccccc2[N+](=O)[O-])cc1OC	-0.2	-3	-2	5	2	6	-1	0	2	-9

Other entries:
no.	compound	BoNT A protease	SSB-PriA inh	PrPC surface inh	MazEF act	Anthrax LF prot	Rv3671c inh	3CLpro inhibitor	BoNT-F LC inh	DUSP3 inh	CCHFV vOTU inh
51	O=C(NCc1ccccc1)c1ccc(NC(=O)C2CC2)cc1	-0.3	-11	-2	2	3	/	/	0	/	6
52	O=[N+]([O-])c1ccc(Oc2cnc3ccccc3n2)cc1	-1.8	-3	7	6	-2	9	0	-14	9	10
53	CCOC(=O)CC(=O)CSc1nc(N)c(C#N)c(-c2ccc(Cl)cc2)c1C#N	-2.2	-16	2	3	-4	4	3	-4	22	-18
54	C1=C[C@H]2CCCN3CC[C@@H]([C@@H]2[C@]32CO2)[C@H]1CCOCc1ccccc1	0.8	/	-5	/	-1	/	/	-1	/	3
55	O=C(CCN1CCCCO1)NC1CCCc2c1cnn2-c1ccc(F)cc1F (centres undefined)	0.5	/	-2	-4	0	/	/	-2	/	-2
56	C=CCOC(=O)COc1ccc2c3c(c(=O)oc2c1)CCCC3	-0.5	/	8	-4	-3	/	/	-6	/	-16
57	COc1cccc(CNS(=O)(=O)c2ccc3c(c2)CC(C)N3C(=O)C2CCC2)c1 (centres undefined)	0.0	-4	16	-1	-2	3	-3	-1	-2	8
58	FC(F)(F)c1cc(-c2ccc(Cl)cc2)nc2ncnn12	/	-7	2	-4	/	0	4	/	-24	-11
59	CCC(C)N(C)C1CCN(C(=S)Nc2ccc(OC)cc2)CC1 (centres undefined)	-0.9	-18	9	4	3	-5	5	4	-12	-10
60	CCOc1ccc(CCNC(=O)CN2C(=O)NC3(CCCC3)C2=O)cc1OCC	3.6	-17	-4	-5	-3	-17	6	4	12	15
61	Cc1cccc(C(=O)NCC(=O)N(C)CC(=O)Nc2ccc(N3CCOCC3)cc2)c1	1.2	-3	-4	7	2	2	0	1	30	-3
62	Cc1nc(C2CC(=O)OC23CCCCC3)cs1 (centres undefined)	0.4	0	7	8	1	2	-3	-3	8	-5
63	CCOC(=O)N1CCN(C(=O)COc2ccc(S(=O)(=O)NC(C)C)cc2)CC1	-0.3	-7	1	7	9	5	/	-4	6	3
64	CCn1c(O)c(C=Nc2ccccc2)sc1=O	-1.3	-2	-7	-7	-4	8	2	-3	18	-6
65	COc1ccc(S(=O)(=O)N2CCC(C(=O)NCCCN3CCOCC3)CC2)cc1	1.5	-3	3	7	-1	8	-1	3	-27	14
66	CN(c1ccccc1)S(=O)(=O)c1cccc(NC(=O)c2ccc(=O)[nH]c2)c1	-0.9	-2	4	2	-2	-13	/	-6	/	-6
67	O=C(COC(=O)Cc1ccc(Cl)cc1)Nc1ccc2[nH]c(=O)[nH]c2c1	-0.4	-6	0	0	0	-2	/	-6	/	2
68	COc1ccc(CC(=O)c2ccccc2C(=O)O)cc1	-0.8	-5	-2	1	-5	0	1	-16	9	-14
69	COc1ccccc1CSc1ncc(-c2ccc([N+](=O)[O-])cc2)[nH]1	2.8	-1	-13	-10	2	-4	2	1	2	16
70	COc1ccc(-c2ncncc2-c2ccccc2)c(O)c1	-4.3	10	-2	-1	-1	-5	2	-12	15	-3
71	Nc1nc(N)c(Br)c(Nc2ccc(Cl)c(Cl)c2)n1	-0.6	-3	5	7	-6	/	/	-2	/	19
72	Cn1cc(Cl)c(C(=O)N2CCN(c3ncccn3)CC2)n1	1.5	-10	1	-1	-2	-15	2	?	13	11
73	CCc1ccc(C2C(C#N)=C(N)N(N3CCOCC3)C3=C2C(=O)CC(C)(C)C3)s1 (centres undefined)	-1.1	-5	3	-15	-3	-3	8	-1	10	-9
74	O=S(=O)(c1ccc(F)cc1)n1ccc(-c2cccc(OCc3c(F)cccc3Cl)c2)n1	-0.6	-22	15	-4	-5	-23	4	-12	17	-6

Entries of single compounds from above. Values in the order: BoNT A protease | SSB-PriA inh | PrPC surface inh | MazEF act | Anthrax LF prot | Rv3671c inh | 3CLpro inhibitor | BoNT-F LC inh | DUSP3 inh | CCHFV vOTU inh
Record of Cc1cccc(CNS(=O)(=O)c2ccc(-c3cnc(C4CC4)o3)cc2)c1 = -1.0 | 1 | 0 | 10 | -2 | -9 | 4 | -1 | 6 | 2
Record of O=C(CSc1ncn[nH]1)Nc1c(F)cc(F)cc1Br = ? | -6 | 4 | -1 | -1 | -1 | 1 | -2 | -16 | 7
Record of Cc1ccccc1NC(=O)c1cc(N)ccc1N1CCCCC1 = 0.2 | 19 | -3 | -4 | -2 | -1 | -3 | -15 | -1 | 9
